PPC-1+TRAIL kill = compounds killing PPC-1 cancer cells with TRAIL present, primary screen, TRAIL potentiator project, ATPLite luminescence, uHTS | AID 1443, 2008 | cell killing (% activity), % at 4 µM | PPC-1 cells + TRAIL, ATPLite viability luminescence | 220,000 tested, 0.41% active;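 active = cell killing above 50% in the first pass at 4 µM, then a duplicate retest at 5 µM averaging 50% or more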;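 also: plate controls were cells with TRAIL plus DMSO for no effect and medium-only wells lacking cells for full effect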
Wee1 stabilizer = Wee1 degradation inhibitors, primary screen, cell-based, HeLa, Wee1K328M-luciferase, luminescence | HeLa Luc-Wee1K328M stability; 100% = proteasome inhibitor MG132 effect | reporter increase, % at 5 µM | 220,000 tested, 1.2% active | AID 1321, 2008;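 active = activation above the mean of all tested compounds plus 3 SD, set per screening run, cut at about 8.8% in these data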;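 also: cells exposed to compound for 20 h before luminescence read; 0% = DMSO alone and 100% = MG132 at 30 µM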
Target sequence (P30291 whole entry K328M): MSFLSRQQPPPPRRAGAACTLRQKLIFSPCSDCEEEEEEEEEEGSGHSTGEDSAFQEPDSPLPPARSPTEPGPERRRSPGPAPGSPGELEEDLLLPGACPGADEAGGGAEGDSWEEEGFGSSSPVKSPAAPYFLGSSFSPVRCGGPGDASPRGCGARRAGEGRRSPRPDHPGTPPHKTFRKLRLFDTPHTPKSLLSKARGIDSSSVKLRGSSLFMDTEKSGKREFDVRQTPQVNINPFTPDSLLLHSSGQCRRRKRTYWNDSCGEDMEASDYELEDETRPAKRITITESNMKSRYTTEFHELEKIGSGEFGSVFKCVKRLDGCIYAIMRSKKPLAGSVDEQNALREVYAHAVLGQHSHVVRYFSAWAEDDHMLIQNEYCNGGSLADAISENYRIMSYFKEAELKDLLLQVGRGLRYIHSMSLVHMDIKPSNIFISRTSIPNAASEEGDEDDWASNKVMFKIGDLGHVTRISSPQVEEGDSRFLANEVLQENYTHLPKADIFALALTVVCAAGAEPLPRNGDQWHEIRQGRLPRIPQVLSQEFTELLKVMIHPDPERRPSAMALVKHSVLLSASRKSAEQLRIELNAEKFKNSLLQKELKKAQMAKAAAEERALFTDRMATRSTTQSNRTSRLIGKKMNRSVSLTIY
Ba/F3 V617F tox = reduced viability of JAK2V617F-dependent Ba/F3 cells, primary screen, JAK2V617F inhibitor project, cell-based, Ba/F3 EpoR-JAK2V617F, luminescence; ATP luminescence; AID 1446, 2008; 220,000 tested, 1.1% active; inhibition, % at 5.6 µM;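 active = inhibition above the campaign mean plus 3 SD over all tested compounds, cut at about 24% in these data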;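 also: cytokine-independent growth of Ba/F3 cells driven by EpoR plus mutant JAK2; 0% = DMSO-treated cells and 100% = JAK inhibitor I control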
zfTRPN1 agonist = zebrafish TRPN1 channel agonists, primary screen, cell-based, HEK293, calcium fluorescence | transient receptor potential cation channel N1 (TRPN1/NompC), Danio rerio | 220,000 tested, 0.18% active | HEK293 zebrafish TRPN1-YFP, Fluo-8 calcium fluorescence; 100% = response to 87 µM carbachol | activation, % at 3 µM | AID 1424, 2008;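 active = activation above its plate's cutoff, the mean activation of test wells on that plate plus 3 SD, cut at about 19% in these data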;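 also: 0% = DMSO alone and 100% = 87 µM carbachol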
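System: zebrafish TRPN1-YFP in HEK293 cells / Dosing: 3 µM single point / Timing: dye loading 1 h at 37 °C, then 30 min room temperature / Signal: Fluo-8 calcium fluorescence, excitation 470-495 nm, emission 515-575 nm / Read-out basis: percent activation from peak over basal fluorescence ratio, control-normalized / Control set: high carbachol 87 µM, low DMSO alone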
BaF3 tox = parental Ba/F3 cell viability inhibition, counter-screen for JAK2V617F inhibitor project, murine pro-B, CellTiter-Glo luminescence; CellTiter-Glo ATP luminescence; inhibition, % at 5.6 µM; 220,000 tested, 1.1% active;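 active = inhibition above a per-campaign cutoff, the mean inhibition of all tested compounds plus 3 SD, cut at about 27% in these data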;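 also: 0% = DMSO wells and 100% = JAK Inhibitor I control wells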
RBBP9 inh = human RBBP9 inhibitors, primary screen, biochemical, fluorescence polarization, FP-Rh probe, HTS. inhibition, % at 7.94 µM. 220,000 tested, 0.2% active. AID 1515, 2009. Serine hydrolase RBBP9 (Homo sapiens), O75884. recombinant RBBP9;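 active = inhibition above the campaign mean of all tested compounds plus 3 SD, cut at about 14% in these data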;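 also: plate controls were DMSO wells with RBBP9 for no effect and wells lacking RBBP9 protein for full effect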
Target sequence (O75884 whole entry, looked up): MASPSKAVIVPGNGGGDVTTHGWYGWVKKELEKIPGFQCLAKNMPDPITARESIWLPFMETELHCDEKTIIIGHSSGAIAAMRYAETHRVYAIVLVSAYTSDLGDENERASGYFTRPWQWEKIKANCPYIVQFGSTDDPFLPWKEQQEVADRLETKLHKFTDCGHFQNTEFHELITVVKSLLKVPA
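Material: RBBP9 protein. Amount: RBBP9 at 2.5 µM in dispensed solution, before mixing. Schedule: 30 min then 45 min, 25 °C. Medium: Tris buffer pH 8.0, NaCl, Pluronic. Measured by: fluorescence polarization. Measure: percent inhibition from mP, scaled between DMSO and no-protein wells. Replication: one well per compound.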
CHOP inhibitor = inhibitors of CHOP promoter induction, primary screen, cell-based, unfolded protein response, luciferase reporter | CHO-K1 CHOP-promoter luciferase, tunicamycin-induced, 15-18 h | 220,000 tested, 3.8% active | inhibition, % at 10 µM;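 active = compounds that reduced the stress-induced luciferase reporter signal by more than about 70% of percent inhibition, limit read from the data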;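 also: 0% = tunicamycin plus vehicle and 100% = wells without tunicamycin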
TRPML3 ag = human TRPML3 channel agonists, primary screen, cell-based, HEK293 TRPML3-YFP, Fluo-8 calcium fluorescence, 3 µM; Mucolipin-3 (Homo sapiens), Q8TDD5; 100% = the carbachol control signal; activation, % at 3 µM; 220,000 tested, 0.29% active; AID 1448, 2008;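 active = activation above its plate's cutoff, the mean activation of the plate's test wells plus 3 SD, cut at about 12% in these data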;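 also: 0% = DMSO only wells and 100% = carbachol wells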
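Material: HEK293 cells stably carrying human TRPML3-YFP; compound dosing: single dose, 3 µM final nominal compound, 0.3% DMSO final; incubation: 1-h 37 °C dye load, 5-s basal, 120-s post-compound reads; technique: Fluo-8 intracellular calcium fluorescence, excitation 470-495 nm, emission 515-575 nm; read-out basis: percent activation from peak-to-basal fluorescence ratio, scaled between DMSO and carbachol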
TNF death inh = inhibitors of TNF-alpha triggered necroptosis, primary screen, cell-based, Jurkat FADD-/-, single concentration; 220,000 tested, 0.068% active; Jurkat FADD-/- TNF necroptosis rescue, ATP luminescence, 24 h; 0 = TNF only, 100 = no-TNF cells; activation (protection from cell death), % at 10 µM;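 active = activation, meaning protection from cell death, of at least 50% relative to plate controls; inactive = activation below 50%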;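 also: necroptosis triggered by 40 ng/mL TNF-alpha added together with compound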
An asterisk follows results filed as active; x = not tested or not shown.

SMILES	PPC-1+TRAIL kill	Wee1 stabilizer	Ba/F3 V617F tox	zfTRPN1 agonist	BaF3 tox	RBBP9 inh	CHOP inhibitor	TRPML3 ag	TNF death inh
O=[N+]([O-])c1cc2c(c(CSc3ncccn3)c1)OCOC2	0	-1	-3	0.2	2	-8	-7	-0.2	-0.1
COc1ccc(CCNC(=O)/C=C/C(=O)O)cc1	-10	-2	-3	-0.8	3	-3	-7	1.0	1.9
Cc1ccc(NC(=O)COC(=O)c2cc(Cl)ccc2Cl)c(Br)c1	-2	1	-2	-1.3	4	-6	43	0.6	1.5
CCCc1cnc(N2CCN(C(=S)NC)CC2)nc1	-2	-1	-3	2.1	2	-4	-10	0.3	-3.1
CCCC(=O)NNC(=O)CC(=O)Nc1ccccc1C(=O)O	4	1	-1	0.8	2	-5	-8	0.7	0.6
COc1ccc(OC)c(NC(=O)Nc2nnc(N3CCC(C)CC3)s2)c1	-9	1	3	1.3	10	-11	47	0.4	1.7
COc1ccc2c(CC(=O)OCC(=O)Nc3ccc(S(N)(=O)=O)cc3)coc2c1	-2	3	-4	2.6	-13	2	-8	1.1	1.5
O=C(O)C1=C[C@@H](c2csc3ccccc23)C[C@@H](OCCCCO)O1	10	1	-5	0.4	2	1	21	0.3	0.4
O=C(/C=C/c1ccco1)Nc1cccc(-c2nc3ccccc3[nH]2)c1	14	-1	-2	0.1	6	-75	1	-1.0	-12
O=S(=O)(c1ccc(NCCc2c[nH]c3ccccc23)nc1)N1CCOCC1	-9	-2	1	1.6	3	-13	25	-0.4	-3.5
Cc1ccc(NC(=O)CCN2C(=O)OC(C)(C)C2(C)O)cc1 (stereo not given)	21	1	3	0.9	-1	0	6	0.6	0.9
COc1cccc(-c2nc3cc(C)ccc3o2)c1	32	1	-2	-1.2	4	-3	62	0.7	-0.2
CCOC(=O)c1c(C)[nH]c(C(=O)NNC(=O)c2ccccc2)c1C	9	4	-3	1.6	3	-6	3	-1.2	-1.3
CC1CCc2c(sc(NC(=O)COC(=O)C3CCCO3)c2C#N)C1 (stereo not given)	14	-2	8	-1.0	4	-1	-12	-0.2	-1.9
Cc1cc(C(=O)OCC(=O)Nc2cccc(S(N)(=O)=O)c2)c2ccccc2n1	12	2	-6	-1.1	5	-6	9	0.8	0.1

Ordered by formula weight (largest number first): some entries from above.
SMILES	PPC-1+TRAIL kill	Wee1 stabilizer	Ba/F3 V617F tox	zfTRPN1 agonist	BaF3 tox	RBBP9 inh	CHOP inhibitor	TRPML3 ag	TNF death inh
COc1ccc2c(CC(=O)OCC(=O)Nc3ccc(S(N)(=O)=O)cc3)coc2c1	-2	3	-4	2.6	-13	2	-8	1.1	1.5
Cc1cc(C(=O)OCC(=O)Nc2cccc(S(N)(=O)=O)c2)c2ccccc2n1	12	2	-6	-1.1	5	-6	9	0.8	0.1
CCCc1cnc(N2CCN(C(=S)NC)CC2)nc1	-2	-1	-3	2.1	2	-4	-10	0.3	-3.1
COc1ccc(CCNC(=O)/C=C/C(=O)O)cc1	-10	-2	-3	-0.8	3	-3	-7	1.0	1.9

The list continues.
SMILES	PPC-1+TRAIL kill	Wee1 stabilizer	Ba/F3 V617F tox	zfTRPN1 agonist	BaF3 tox	RBBP9 inh	CHOP inhibitor	TRPML3 ag	TNF death inh
Fc1cccc(Cl)c1/C=N/n1c(-c2cccnc2)n[nH]c1=S	17	2	3	-0.2	5	-4	23	0.2	-0.3
O=C(NN1CCOCC1)NC12CC3CC(CC(C3)C1)C2	-14	2	-3	2.0	0	7	9	1.1	2.4
CCn1c(SCC(=O)OC)nc2sc3c(c2c1=O)CCC3	19	-1	2	-1.6	3	0	36	-0.5	-0.7
CCCCCC(=O)N1CCN(CCN=CC2=C(O)CC(c3ccco3)CC2=O)CC1 (stereo not given)	-23	-2	-2	-1.3	2	-1	20	0.1	-3.9
COc1ccc(OC)c(S(=O)(=O)Nc2ccc(CC(=O)O)cc2)c1	7	7	-2	0.7	4	-3	16	0.6	2.5
Cc1nc(Br)c(Br)c(C)c1Br	-9	5	-1	1.3	-10	2	16	1.3	-0.3
Cc1nc(CN2CCOCC2)cc(=O)[nH]1	6	-2	2	0.2	2	3	28	0.2	-1.7
Cc1ccc(CNC(=O)C2CC(=O)N(C3CCCCCCC3)C2)cc1 (stereo not given)	10	1	0	4.1	2	-4	3	1.5	0.6
COc1ccc(C2C(C#N)=C(N)OC3=C2C(=O)CCC3)cc1Cn1nc(C)c([N+](=O)[O-])c1C (stereo not given)	6	-3	0	-2.0	5	-4	-22	-1.4	-5.7
O=c1oc(-c2cccs2)nc2ccccc12	7	-2	0	0.9	2	0	21	0.6	-3.3
CSc1ccccc1-c1nnc(-c2ccccc2)o1	10	4	6	-1.7	12	-12	50	0.1	-3.2
Cc1ccc(NC2CC(=O)N(CCc3ccccc3)C2=O)cc1 (stereo not given)	31	4	-1	-0.1	6	6	36	1.0	2.2
CN(C)S(=O)(=O)c1cccc(NC(=O)COC(=O)c2cc(=O)[nH]c(=O)[nH]2)c1	25	-2	2	1.4	4	-8	0	0.0	0.5
COc1ccc(C=C(c2nc3ccccc3s2)c2nc3ccccc3s2)cc1O	21	-3	2	0.7	0	-12	0	0.2	-7.1
Cn1cnc(S(=O)(=O)Nc2ccccc2C(=O)NCC2CC2)c1	10	3	1	-1.5	1	-11	2	0.0	0.6
Cc1ccc(Cn2c(CN3CCOCC3)nc3c2c(=O)[nH]c(=O)n3C)cc1	13	-2	-1	-0.6	2	-4	21	0.4	0.6
Cc1ccc(CN2CCN(Cc3cn[nH]c3-c3ccccc3)CC2CCO)o1 (stereo not given)	41	-2	0	-0.4	3	-5	18	0.5	-0.5
COc1cc(NC(=O)C(F)(F)F)cc(OC)c1	0	1	-3	-1.9	1	-5	-16	-0.3	-2.9
CCCC(C)NC(=O)c1cc(Cl)ccc1OC (stereo not given)	-7	-2	-1	-1.5	6	2	47	-0.5	1.5
Cc1ccc(C(=O)Nc2ccccc2N2CCCCC2)cc1[N+](=O)[O-]	20	2	1	0.2	8	-2	-3	0.6	-0.7
CCN(CC)C1=N/C(=C\c2ccc(OC)cc2)C(=O)N1c1ccccc1	7	1	2	-0.4	5	3	45	-0.2	1.6
COc1ccccc1Cn1c(C)nnc1-c1cnn(C)c1N	11	-2	0	0.7	8	1	0	-0.7	-0.6
O=C(Nc1nc2ccccc2s1)C1CC(=O)N(c2ccc(Br)cc2)C1 (stereo not given)	18	-2	-3	-0.4	3	-5	96*	0.3	1.1
CC1(C)OC(=O)N(c2ccccn2)C1(C)O (stereo not given)	-5	-2	-7	0.1	1	-4	0	0.4	0.7
COc1ccc(NC(=S)N2CCN(C(=O)c3ccco3)CC2)c(OC)c1	-7	2	1	1.1	2	-12	-2	0.9	0.3
Fc1ccc(N2CCN(Cc3ccccn3)CC2)cc1	2	4	63*	-0.4	-1	4	6	-0.3	1.6
CSc1ccccc1NC(=O)CN(c1cc(C)cc(C)c1)S(C)(=O)=O	4	4	1	-2.2	-2	-2	47	-0.2	-0.6
C/C(Cl)=C\Cn1c(O)c(N=O)c2ccccc21	7	-1	4	-0.6	9	-33	56	-0.9	0.1
O=C(Nc1ccc(Cl)cc1)N1CCCN(Cc2ccc(F)cc2)C1	14	-4	9	0.3	9	-5	-17	1.3	-0.9
CC1(C)Cc2c(cnn2-c2ccccc2)C(=O)/C1=N\NC(=O)c1ccccc1O	27	-2	1	-0.2	6	7	30	0.8	-0.1
CC1=NOC(=O)/C1=C\c1ccc(-c2ccc(Cl)cc2Cl)o1	-5	4	-2	-3.5	0	-5	112*	-0.1	-22
O=C1CCCc2ccccc2N1Cc1ccc(Cl)cc1	-8	-1	-2	-1.8	3	-11	36	-1.3	-1.9
CCn1c(SCC(=O)Nc2nc(C)c(C)s2)nnc1-c1cccnc1	32	0	5	1.7	8	-1	-4	0.7	-0.5
COCCn1c(=S)[nH]c2cc(C(=O)N3CCc4ccccc43)ccc2c1=O	-5	11*	-2	1.1	-1	-3	48	1.2	-6.0
CC(C(=O)Nc1ccc2nccnc2c1)N1C(=O)C2C3C=CC(C3)C2C1=O (stereo not given)	8	3	-5	1.6	2	2	11	0.4	0.4
CC(=O)c1cccc(S(=O)(=O)N2CCN(c3ccccc3F)CC2)c1	8	5	4	1.3	4	-7	13	0.1	3.0
O=C(CCl)Nc1cc(-c2ccccc2)nn1-c1ccccc1	4	0	18	-0.5	3	-10	x	0.3	-21
CS(=O)(=O)N1CCC(C(=O)Nc2ccccc2)CC1	-9	-3	-2	1.2	6	-1	10	1.4	1.0
O=C(COc1ccccc1)NNC(=O)c1cccs1	4	-1	-2	1.5	2	-5	8	0.5	0.5
CCOc1ccc(C(=O)Nc2ccc(N3CCCC3)cc2)cc1	-13	-1	3	-0.1	0	-7	-33	-0.1	-2.1
CC1CCCCN1C(=O)NC12CC3CC(CC(C3)C1)C2 (stereo not given)	4	-2	-1	-0.4	1	-5	32	1.1	-0.6
CCN1CCc2c(C#N)c(N3CCOCC3)nc(NCc3ccccc3)c2C1	10	5	4	0.7	9	3	x	0.9	-0.5
CCc1ccc(C(=O)CSc2n[nH]c(C)n2)cc1	11	0	3	0.1	3	-6	17	-0.4	0.9
CC(C)(C)c1ccc(S(=O)(=O)NCCc2ccncc2)cc1	19	3	0	1.5	5	-3	27	0.8	-0.6
O=C(COC(=O)c1ccc(S(=O)(=O)N2CCOCC2)cc1)NC1CCCCCC1	8	1	-4	1.9	5	7	12	1.6	0.8
COc1ccc(CNC(=S)Nc2ccc3nc(N4CCN(C)CC4)cc(C)c3c2)cc1	-3	3	6	0.7	4	-8	18	0.6	-1.1
O=C(CCl)Nc1ccccc1C(=O)NCc1ccccc1	17	-2	-2	-0.6	-2	-6	-43	0.8	-5.5
COc1ccc(NC(=O)N(Cc2ccc(C)cc2)Cc2cccnc2)c(OC)c1	-7	-3	-1	0.7	5	-2	10	-0.6	-1.7
Cc1onc(NC(=O)CSCC(=O)O)c1Br	4	-2	-2	0.5	-3	-5	9	0.5	2.8

Screening results: PubChem, several laboratories

Hits appear at their usual frequency. About 6.8% of those tested had a hit in this group.
